# High-throughput results deposited in PubChem BioAssay by National Center for Advancing Translational Sciences (NCATS).
# IL-2 act: IL-2 activation. hit rate 0.065% among 360,000. IL-2 activation reporter assay, cell-based qHTS; stimulated with anti-CD3/CD4/CD28 beads; in transgenic mouse T cells. activation, % (series mostly up to about 46 µM); in the data active means activation above about 50%; inconclusive means mostly about 30% to 49%; further: 0% is about no effect
#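 EGFP and DsRed fluorescence is measured by plate cytometry in unstimulated transgenic mouse T cells exposed to compound for 60 minutes, then stimulated 18 hours at 37 degrees C with anti-CD3/anti-CD4 beads plus anti-CD28.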
# Nrf2 block: Nrf2 pathway inhibition. A549 ARE-Fluc reporter, luciferase luminescence, 18-24 h. Potency, µM (series often up to 46 µM), without a hit: at the highest dose activity change, negative = inhibition, actives largely listed as inhibitors. hit rate 2.1% among 360,000. AID 504444; further: potency means the concentration at half of the fitted maximal effect; on the % scale 0 is the no-effect control and ±100 the full control effect; nearly all actives have a fitted effect of over 60% in size
#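 Concentration-response testing used A549 ARE_Fluc cells at 5000 cells/well. Following an 18-24 h compound incubation, viability was read by fluorescence (Ex 405/Em 525) and luciferase output by luminescence.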
# A549 tox: A549 cytotoxicity, counter-screen for Nrf2 inhibitors | A549 ARE-Fluc cells, CellTiter-Fluor viability, 18-24 h | Potency, µM (titrated, usually from 46 µM), for the others: at the highest dose activity change, negative = cytotoxicity, hits mostly inhibitors | hit rate 0.16% among 390,000 | AID 504648; further: potency means the concentration at half of the fitted maximal effect; on the % scale 0 is the no-effect control and ±100 the full control effect
#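 A549 ARE_Fluc cells in 5% FBS OPTI-MEM were exposed to compounds in concentration-response for 18-24 h at 37 deg C. Viability was read by CellTiter-Fluor fluorescence (Ex 405/Em 525) after 30 min, before the luciferase read.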
# HepG2 viability: counter-screen for TGF-b inhibitors: cytotoxicity in HepG2 cells; hit rate 0.76% among 410,000; Potency, µM (top dose mostly 46.1 µM), without a hit: top-dose activity change, negative = cytotoxicity, usual class: cytotoxic; HepG2 CAGA-GFP viability, ATP luminescence, 18 h; further: potency means the concentration at half of the fitted maximal effect; some results filed as inactive show a strong effect at the top dose
#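 CellTiter-Glo luminescence gave cytotoxicity after 18 hours at 37 degrees C. The cells were HepG2 CAGA-GFP in 1% FBS DMEM, stimulated with 500 pg/mL TGF-beta after compound addition. %Activity was normalised to no-cell wells (complete cell-killing) and DMSO (no toxicity), and curves were fitted and classified.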
# EPAC2 agonist: EPAC2 (human) agonism; EPAC2 activation, biochemical qHTS; response scale: 100% = 6.5 mM cAMP response; hit rate 0.079% among 360,000; AID 720711; Q8WZA2; Potency, µM (titrated, usually from 154 µM), for inactives: at the top dose activation, usual class: activators; further: potency means the concentration at half of the fitted maximal effect; nearly all actives have a fitted effect of over 50% in size
# Target sequence (Q8WZA2 whole entry, looked up): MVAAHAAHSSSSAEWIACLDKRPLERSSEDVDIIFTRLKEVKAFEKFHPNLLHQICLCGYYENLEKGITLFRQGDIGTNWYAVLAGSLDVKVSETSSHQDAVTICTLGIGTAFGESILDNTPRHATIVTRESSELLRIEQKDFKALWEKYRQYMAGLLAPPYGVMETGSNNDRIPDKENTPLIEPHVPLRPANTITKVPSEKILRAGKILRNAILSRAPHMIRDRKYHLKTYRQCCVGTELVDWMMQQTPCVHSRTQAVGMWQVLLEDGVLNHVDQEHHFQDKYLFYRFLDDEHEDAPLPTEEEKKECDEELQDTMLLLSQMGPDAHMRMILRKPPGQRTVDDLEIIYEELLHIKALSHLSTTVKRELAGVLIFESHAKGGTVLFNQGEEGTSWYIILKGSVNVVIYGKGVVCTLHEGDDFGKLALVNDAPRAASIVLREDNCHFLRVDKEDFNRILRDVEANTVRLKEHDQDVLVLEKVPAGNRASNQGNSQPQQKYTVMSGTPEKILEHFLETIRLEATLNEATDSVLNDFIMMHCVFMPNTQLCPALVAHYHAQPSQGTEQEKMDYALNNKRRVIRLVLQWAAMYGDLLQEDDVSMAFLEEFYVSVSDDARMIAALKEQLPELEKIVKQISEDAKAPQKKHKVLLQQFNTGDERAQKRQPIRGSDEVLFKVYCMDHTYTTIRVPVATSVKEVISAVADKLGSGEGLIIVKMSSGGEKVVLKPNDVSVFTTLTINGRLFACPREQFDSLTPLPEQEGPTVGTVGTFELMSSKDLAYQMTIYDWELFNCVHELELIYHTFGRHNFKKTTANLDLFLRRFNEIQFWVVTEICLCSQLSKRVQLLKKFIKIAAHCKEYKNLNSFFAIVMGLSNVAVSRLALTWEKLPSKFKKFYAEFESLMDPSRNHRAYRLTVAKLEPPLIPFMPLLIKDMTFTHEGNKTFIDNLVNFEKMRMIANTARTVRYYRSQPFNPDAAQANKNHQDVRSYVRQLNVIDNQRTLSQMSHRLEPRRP
#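 Compounds were titrated in qHTS against a Rap1B-BODIPY-GDP (250 nM) complex with EPAC2 (100 nM) and GDP (50 uM). BODIPY-GDP release tracked at 480/540 nm over 30 min at room temperature, normalized to 6.5 mM cAMP.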
# ATXN2 expr inh: inhibitors of ATXN2 expression; HEK-293 ATXN2-luciferase reporter, luminescence, 24 h; hit rate 0.72% among 360,000; Potency, µM (series often up to 57 µM), for the others: at the highest dose activity change, negative = inhibition, hits mostly inhibitors; further: potency means the concentration at half of the fitted maximal effect; on the % scale 0 is the no-effect control and ±100 the full control effect; nearly all actives have a fitted effect of over 55% in size
#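 ATXN2-luciferase reporter cells (luciferase flanked by upstream and downstream ATXN2 gene portions) were treated 24 h at 37 °C with compounds at up to 57 uM. SteadyGlo luminescence gave expression; GF-AFC fluorescence gave viability.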
# Nrf2 ARE act: Nrf2 pathway activation; Potency, µM (series often up to 46.1 µM), without a hit: at the top dose activation, actives largely listed as activators; AREc32 ARE-luciferase reporter (MCF7-derived line), luminescence, 24 h; hit rate 0.31% among 410,000; further: potency means the concentration at half of the fitted maximal effect; % of control where 0% means no effect; nearly all actives have a fitted effect of over 65% in size
#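 Quantitative high-throughput format: AREc32 reporter cells, 1000 per well, received compound by pin transfer and were incubated 24 hr at 37 deg C, 5% CO2, before Steady-Glo luminescence detection.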
# S2 tox: cell viability loss in ATXN counter-screen; S2 cells (HEK-293 line with an ATXN2-luciferase reporter) viability, CellTiter-Fluor protease fluorescence, 24 h; Potency, µM (titrated, usually from 56.7 µM), actives largely listed as cytotoxic; hit rate 0.49% among 400,000; AID 651635; further: potency means the concentration at half of the fitted maximal effect; nearly all actives have a fitted effect of over 40% in size
# TGFb SMAD3 inh: blocks TGF-b signaling | HepG2 CAGA-GFP TGF-b/SMAD3 reporter, GFP fluorescence, 18 h; TGF-beta stimulated, 500 pg/mL final | Potency, µM (highest dose often 46.1 µM), for the others: at the top dose activity, negative = inhibition, usual class: inhibitors | hit rate 1.2% among 410,000; further: potency means the concentration at half of the fitted maximal effect; on the % scale 0 is the no-effect control and ±100 the full control effect; nearly all actives have a fitted effect of over 65% in size
#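 First, reporter cells (HEPG2 CAGA-GFP) rested 2 h at 37 degrees C. Next, compounds were pinned in and TGF-beta added to 500 pg/mL final. After 18 h, GFP was imaged per cell and summed per well.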
# * hit, by the source's call; i = inactive; ? = inconclusive; nt = no result given; & = joins results of further samples; [ ] = dose if it differs, or a comment. Unless noted, the call rests on the fitted dose curve; in most records, active means well fitted curve in the direction sought with a large enough effect; inconclusive means small, poorly fitted or top-dose-only effect, or another doubt; inactive means no such curve, though single readings can be large; an effect the other way counts as inactive or inconclusive.
SMILES	IL-2 act	Nrf2 block	A549 tox	HepG2 viability	EPAC2 agonist	ATXN2 expr inh	Nrf2 ARE act	S2 tox	TGFb SMAD3 inh
CCOC(CNC(=O)C1CCN(S(=O)(=O)c2ccc3nc4c(c(C(=O)O)c3c2)CCCCC4)CC1)OCC	1.1	-6%	0%	4%	4%	nt	-0.4%	i	5%
Cc1cc(C)cc(Nc2ncnc3onc(-c4ccc(F)cc4)c23)c1	nt	?	-1%	-31%	nt	-2%	5.7%	?	?
CNC(C)C(=O)NC(C(=O)NC(C)C(=O)NNc1ccccc1)C(C)C (stereo not given)	0.6	nt	nt	0%	3%	?	-1.1%	?	-3%
O=C(/C=C/c1cccnc1)c1ccc(NC(=O)c2cccc(Br)c2)cc1	-3.8	?	-7%	-13%	3%	-24%	5.9%	i	7%
NC(=O)C1CCN(C(=O)c2ccccc2CCc2ccccc2)CC1	0.1	5%	4%	-7%	1%	5%	0.2%	i	-1%
COc1ccc(C2SCC(=O)N2c2ccc(OC)cc2)cc1 (stereo not given)	0.0	?	9%	-5%	9%	-11%	-0.1%	i	-7%
O=C(CCS(=O)(=O)c1ccc2c(c1)NC(=O)CS2)NCc1ccccc1Cl	-0.5	3%	0%	-8%	3%	nt	0.0%	i	0%
Cc1ccc(C(=O)N/C(=C\c2ccco2)C(=O)N2CCCCC2)cc1	-0.1	-20%	-15%	11%	7%	-1%	-0.2%	i	3%
Cc1ccc2cc(C#N)c(SCC(=O)N3CCCC3)nc2c1	-0.2	-23%	2%	-1%	-3%	-14%	4.7%	?	5%
CCn1c(CNc2ccc(Cl)cc2)nnc1SCC(=O)NCc1ccccc1	-1.0	18%	0%	-31%	1%	2%	6.2%	i	0%
Cc1ccc(NC(=O)NC(=O)CN2C(=O)NC3(CCCCCCC3)C2=O)c(C)c1	-1.4	?	?	-3%	-34%[inhibitor]	-7%	3.1%	i	?
CSc1nc2nc(C)cc(-c3ccccc3)n2n1	-0.6	-3%	6%	3%	5%	-12%	0.8%	i	0%
O=C(NCc1ccccc1CN1CCCC1)c1cccc(S(=O)(=O)Nc2ccc(F)cc2)c1	0.1	2%	-2%	-21%	12%	nt	2.3%	i	-6%
Cc1cc(C)cc(C(=O)NC(CC(N)=O)c2ccc(NCCN3CCOCC3)c([N+](=O)[O-])c2)c1 (stereo not given)	-0.2	8%	-1%	2%	10%	11%	0.3%	i	-24%
Cc1cccc(N2CC(C(=O)Nc3nnc(SCCC4OCCO4)s3)CC2=O)c1 (stereo not given)	-2.0	4%	-9%	-5%	8%	2%	-0.4%	i	-5%
COc1ccc(OC)c(CN2CCC(CO)(CCOc3ccccc3)CC2)c1	-3.7	1%	1%	-2%	-4%	3%	2.1%	i	3%
N#CCSc1nnc(C2CCCCC2)n1-c1ccccc1	-0.6	-12%	-15%	-3%	1%	20%	-0.7%	i	1%
O=C(O)COc1ccccc1/C=N/NC(=O)COc1ccc(-c2ccccc2)cc1	-0.3	11%	0%	-4%	4%	0%	0.0%	i	-6%
O=[N+]([O-])c1ccc2nc(-c3ccc(Cl)cc3)[nH]c2c1	-5.2	?	-12%	-40%	7%	nt	5.5%	i	?
O=C(CCN=C1NS(=O)(=O)c2ccccc21)OCc1c(F)c(F)c(F)c(F)c1F	-3.7	0%	0%	-3%	-4%	4%	0.2%	i	10%
Cc1noc(C)c1C(=O)N1CCN(c2cccc(Cl)c2)CC1	-1.1	1%	1%	3%	11%	-9%	-0.4%	i	0%
Cc1cccn2c(CNCC3(c4ccccc4)CCCC3)c(C(=O)N3CCOCC3)nc12	-1.1	-3%	-19%	-5%	6%	-21%	0.1%	i	-1%
Cc1nn2c(-c3cccc(NC(=O)CN4CCOCC4)c3)nnc2c2ccccc12	-1.5	?	9%	-11%	11%	-13%	4.2%	i	-1%
Cc1ccc(C2=[N+]([O-])C3(CCCCC3=O)N(O)C2(C)C)cc1 (stereo not given)	-1.7	-15%	6%	0%	6%	-10%	-0.8%	i	0%

# Gathered by group: the entries above with a nitro group on carbon (2)
SMILES	IL-2 act	Nrf2 block	A549 tox	HepG2 viability	EPAC2 agonist	ATXN2 expr inh	Nrf2 ARE act	S2 tox	TGFb SMAD3 inh
Cc1cc(C)cc(C(=O)NC(CC(N)=O)c2ccc(NCCN3CCOCC3)c([N+](=O)[O-])c2)c1 (stereo not given)	-0.2	8%	-1%	2%	10%	11%	0.3%	i	-24%
O=[N+]([O-])c1ccc2nc(-c3ccc(Cl)cc3)[nH]c2c1	-5.2	?	-12%	-40%	7%	nt	5.5%	i	?

# The list continues:
SMILES	IL-2 act	Nrf2 block	A549 tox	HepG2 viability	EPAC2 agonist	ATXN2 expr inh	Nrf2 ARE act	S2 tox	TGFb SMAD3 inh
CSc1nc2ccc(NC(=O)c3ccccn3)cc2s1	1.1	?	2%	-25%	16%	?	-1.1%	i	-20%
Cc1c2cnn(CC(=O)NCCc3ccccc3)c(=O)c2c(C)n1Cc1ccccc1Cl	nt	?	-7%	-3%	nt	nt	-0.1%	nt	?
O=C(O)CN1C(=O)c2cccc(Oc3ccc(Cl)cc3)c2C1=O	0.0	4%	-5%	0%	-1%	-5%	0.0%	i	-4%
CCNc1nc(NOC)nc(OCC#N)n1	1.9	-4%	7%	-7%	9%	nt	-0.8%	i	4%
CCN1/C(=C\C(C)=O)Sc2ccc(OC)cc21	-1.3	-6%	2%	8%	9%	-19%	0.3%	i	12%
S=C(Nc1ccc(Cl)cc1)NC1CC2CCCC(C1)N2C1CC1 (stereo not given)	-0.8	2%	-3%	-32%	6%	-9%	0.6%	i	?
CCCCn1c(N)c(N(CCC(C)C)C(=O)c2ccc([N+](=O)[O-])o2)c(=O)[nH]c1=O	-0.4	2%	-14%	-1%	8%	5%	2.3%	i	-4%
CC(OC(=O)c1nc(Cl)ccc1Cl)C(=O)Nc1ccccc1F (stereo not given)	-0.6	7%	20%	-6%	13%	1%	-0.7%	i	-6%

# Arranged by the number under IL-2 act (rising): some entries from above.
molecule | IL-2 act | Nrf2 ARE act | TGFb SMAD3 inh
S=C(Nc1ccc(Cl)cc1)NC1CC2CCCC(C1)N2C1CC1 (stereo not given) | -0.8 | 0.6% | ?
CCCCn1c(N)c(N(CCC(C)C)C(=O)c2ccc([N+](=O)[O-])o2)c(=O)[nH]c1=O | -0.4 | 2.3% | -4%
CCNc1nc(NOC)nc(OCC#N)n1 | 1.9 | -0.8% | 4%

# Continuation:
# Each structure is followed by: IL-2 act	Nrf2 block	A549 tox	HepG2 viability	EPAC2 agonist	ATXN2 expr inh	Nrf2 ARE act	S2 tox	TGFb SMAD3 inh
CC1(C(=O)N(CC(=O)NC2CCCC2)C2CCCC2)CC(=O)N=C2C=CC=CN21 (stereo not given)
 : -1.1	4%	0%	-16%	9%	-10%	0.0%	i	0%
COc1ccc(N=Nc2ccc(CO)cc2)cc1
 : -3.8	?	5%	16%	13%	50%[activator]	-0.1%	?	28%
Cc1ccc(OCC(=O)Nc2cccc3ccc(C)nc23)c(C)c1
 : nt	?	1%	-1%	nt	-19%	-0.1%	i	-6%
Cn1c(C(=O)N2CCc3ccccc3C2)cc2c(=O)n3ccccc3nc21
 : -0.5	?	?	-20%	7%	56%	4.8%	nt	16%
Cc1ccccc1C1=CCN(c2ncc(NC(=O)c3ccc(Cl)cc3)cc2C(=O)O)CC1
 : nt	nt	5%	0%	nt	nt	4.0%	nt	0%
O=[N+]([O-])c1ccc(S(=O)(=O)N2CCN(C3CCN(Cc4ccccc4)CC3)CC2)cc1
 : -0.8	-3%	0%	-13%	4%	-15%	-0.6%	i	1%
O=C(O)C1Oc2cc3ccccc3cc2O1
 : -2.0	1%	-1%	5%	11%	20%	0.3%	i	3%
COc1ccc(C)cc1NS(=O)(=O)c1ccc(-c2cnc(C3CC3)o2)cc1
 : 0.1	?	?	-2%&-25%	12%	0%	-1.8%&0.0%	?	3.5µM*
Cc1cccc(NC(=O)C(=O)C2C(=O)Nc3ccccc32)c1 (stereo not given)
 : -0.5	?	1%	-79%	0%	27%	2.6%	i	-17%
OC1C=CSc2nc3ccccc3n21 (stereo not given)
 : -2.2	nt	-5%	-1%	1%	8%	?	i	3%
COC(=O)c1nc2ccc(C)cn2c1F
 : -1.8	12%	5%	-1%	12%	28%	0.2%	i	4%
Cc1cccc(N2CCN(c3ccc(NC(=O)/C=C\C(=O)O)cc3)CC2)c1
 : -0.4	-4%	2%	-16%	16%	-25%	0.3%	i	6%
COc1c2c(c(CCC(=O)O)c3c1C=CC(C)(C)O3)OC(C)(C)C=C2
 : 0.8	-10%	5%	-37%	1%	-2%	-1.4%	i	-4%
Cc1ccccc1-c1noc(N)c1C#N
 : -2.2	2%	-3%	3%	-3%	34%	18µM*	i	-13%
COc1ccc(NC(=O)CNC(=O)Cn2c(C)cc3ccccc3c2=O)cc1OC
 : 6.2	?	1%&0%	-12%&-14%	1%	-17%&3%	0.2%&-1.2%	i	2%&-12%
Cc1cc(/C=C(\C#N)C(=O)OCC(=O)N(C)c2c(N)n(Cc3ccccc3)c(=O)[nH]c2=O)c(C)n1CC(C)C
 : -0.9	nt	nt	-12%	-2%	nt	-0.1%	i	0%
COc1c(Cl)cnn(-c2ccc(Cl)c(Cl)c2)c1=O
 : -0.2	?	10%	-9%	7%	3%	10.0%	i	-8%
Cn1c(Cn2nnc3ccccc32)nnc1SCC(=O)c1ccc(F)cc1
 : 5.2	8%	21%	0%	8%	2%	5.9%	i	-2%
